Mdm2-MdmX inh: disrupts the human Mdm2-MdmX interaction; SaOS-2 split-luciferase Mdm2/MdmX complementation, luminescence; inhibition, % at 8 µM; 330,000 compounds, 3% hits;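 active = inhibition of at least 50% at 8 µM in the primary screen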
APJ agonist: activates the human apelin receptor APJ; P35414; CHO-K1 APJ PathHunter beta-arrestin, luminescence; 0% DMSO wells, 100% apelin; activation, % at 20 µM; 330,000 compounds, 0.11% hits; AID 2520;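 active = activation more than six SD over the plate average, tested at 20 µM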;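 note: 0% = DMSO alone and 100% = apelin-13 at 10 nM; some results filed as inactive read as strong as hits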
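Test system: CHO-K1 APJ beta-arrestin complementation cell line | Compound: Single test compound dose, 20 µM final, 1% DMSO | Incubation: Compound 90 min 25 °C, reagent 1 h | Measured by: beta-gal luminescence | Read-out basis: APJ–arrestin association signal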
CCR6 antagonist: antagonists of human CCR6 receptor; P51684; CHO-K1 CCR6 PathHunter beta-arrestin, luminescence, CCL20-stimulated; inhibition, % at 20 µM; 340,000 compounds, 0.49% hits; AID 493098;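 active = compounds whose inhibition of the agonist-driven luminescence signal at 20 µM reaches about 50%, limit read from the data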;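 note: cells stimulated with CCL20 at 14 nM final; plate controls were DMSO with CCL20 for no effect and DMSO without agonist for full effect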
Target sequence (P51684 whole entry, looked up): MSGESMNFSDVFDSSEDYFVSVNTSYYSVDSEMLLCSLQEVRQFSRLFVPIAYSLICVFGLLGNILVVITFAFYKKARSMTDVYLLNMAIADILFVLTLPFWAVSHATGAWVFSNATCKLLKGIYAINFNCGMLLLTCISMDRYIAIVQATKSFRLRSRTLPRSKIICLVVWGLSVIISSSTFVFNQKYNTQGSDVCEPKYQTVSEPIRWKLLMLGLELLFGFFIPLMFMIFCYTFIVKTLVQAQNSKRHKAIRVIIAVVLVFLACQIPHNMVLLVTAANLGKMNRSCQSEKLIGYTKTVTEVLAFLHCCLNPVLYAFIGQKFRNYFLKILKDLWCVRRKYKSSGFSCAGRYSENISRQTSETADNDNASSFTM
EBI2 antag: blocks human EBI2 receptor beta-arrestin signaling; P32249; 360,000 compounds, 0.81% hits; inhibition, % at 5 µM; AID 651636; EBI2 beta-arrestin recruitment, luminescence, 7a,25-OHC stimulated; in the data active = inhibition above about 38%;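 note: enzyme fragment complementation signal reports receptor beta-arrestin coupling in cells; 0% = agonist plus DMSO wells and 100% = wells without agonist; some results beyond the cut were filed as inactive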
tim23-1 inh: growth inhibitors of tim23-1 mutant yeast; S. cerevisiae tim23-1 growth, BacTiter-Glo luminescence, 24 h; inhibition, % at 20 µM; 330,000 compounds, 1.3% hits;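 active = growth inhibition of the mutant yeast at or above 50%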;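 note: temperature-sensitive mutant grown at 25 °C; plate controls were DMSO-treated mutant yeast for no effect and medium wells lacking yeast for full effect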
XBP1 UPR activ: adaptive UPR (XBP1) activation | CHO-XBP1 luciferase reporter, IRE1-XBP1 UPR activation, luminescence; percent of tunicamycin response, DMSO as zero | activation, % at 20 µM | 330,000 compounds, 0.33% hits | AID 463104;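 active = versus positive control, 20 µM dose yields 30% or more activation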;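 note: 100% = tunicamycin at 10 µg/mL and 0% = DMSO only wells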
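Test system: CHO-XBP1 luciferase reporter cells | Buffer or medium: Serum-containing F12 medium, 10% FBS | Schedule: 6 h compound exposure at 37 °C, 5% CO2 | Detection: Steady-Glo luciferase glow luminescence, 10 min after reagent addition | Read-out basis: Activation, % of tunicamycin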
CXCR6 inh: CXCR6 (human) receptor inhibition; O00574; 360,000 compounds, 0.36% hits; inhibition, % at 20 µM; CHO-K1 PathHunter CXCR6 beta-arrestin, luminescence; in the data active = inhibition above about 34%, passing the limit was not always enough;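 note: antagonist mode with CXCL16 agonist at 10 nM final; 0% = 10 nM CXCL16 with DMSO and 100% = unstimulated wells without agonist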
Target sequence (O00574 whole entry, looked up): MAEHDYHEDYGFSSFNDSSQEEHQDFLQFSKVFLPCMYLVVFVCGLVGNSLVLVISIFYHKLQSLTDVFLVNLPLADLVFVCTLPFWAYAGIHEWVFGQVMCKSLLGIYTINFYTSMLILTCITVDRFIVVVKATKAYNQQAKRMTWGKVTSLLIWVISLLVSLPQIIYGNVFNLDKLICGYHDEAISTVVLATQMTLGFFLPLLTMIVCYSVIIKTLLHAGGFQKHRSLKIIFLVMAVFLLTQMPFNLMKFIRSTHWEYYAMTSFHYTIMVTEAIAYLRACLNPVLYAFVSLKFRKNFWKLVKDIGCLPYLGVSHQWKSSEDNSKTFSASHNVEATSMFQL
APJ antag: blocks the human apelin receptor APJ; P35414; CHO-K1 APJ beta-arrestin complementation, luminescence; inhibition, % at 20 µM; 330,000 compounds, 0.32% hits; AID 2521;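 active = inhibition above about 40% at 20 µM, limit read from the data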;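 note: cells challenged with 10 nM apelin-13 agonist together with compound; plate controls were apelin-13 plus DMSO wells for no effect and DMSO wells lacking apelin-13 for full effect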
UPR CHOP act: activators of apoptotic arm of unfolded protein response (CHOP); CHO-CHOP luciferase reporter, UPR activation, luminescence; percent of tunicamycin response over DMSO baseline; activation, % at 10 µM; 330,000 compounds, 0.34% hits; AID 449763;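 active = at 10 µM dose, activation of 40% or more, normalized to positive control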;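 note: 100% = tunicamycin at 10 µg/mL and 0% = DMSO alone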
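Test system: CHO-CHOP cells, stable luciferase reporter of PERK-eIF2a-CHOP signalling | Quantity: 500 CHO-CHOP cells per well | Buffer or medium: F12 plus 10% serum | Compound dosing: 10 µM single point, 0.5% DMSO | Schedule: 6 h compound treatment, 37 °C | Signal: Luciferase luminescence | Control set: Tunicamycin high control, DMSO low control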
* marks the source's active call; other numbers are inactive results; nt = no result given.

SMILES	Mdm2-MdmX inh	APJ agonist	CCR6 antagonist	EBI2 antag	tim23-1 inh	XBP1 UPR activ	CXCR6 inh	APJ antag	UPR CHOP act
CCc1ccc(NC(=O)N(CCN(C)C)C(C)c2cccnc2)cc1 (configuration not stated)	1	-3	9	3	9	5	5	3	1.4
Cc1ccc(F)cc1NC(=O)c1cccc(N(C)C)c1	-18	-3	-1	3	11	0	10	11	2.7
C/C(=N/NC(=O)c1ccc2c(c1)OCO2)c1cccc([N+](=O)[O-])c1	-62	-7	2	4	3	-2	1	16	2.3
CCS(=O)(=O)c1ccc(-c2csc(-c3ccccc3)n2)c(Cl)c1Cl	-6	0	8	22	27	1	5	-7	2.7
NC(=O)[C@@H]1[C@@H]2C(=O)N(c3ccc(F)cc3)C(=O)[C@@H]2[C@H]2C=Cc3ccccc3N21	6	0	12	16	0	-3	7	-3	3.4
NC(=O)c1cnn(Cc2ccc(Cl)cc2)c1N	-5	0	1	-12	6	0	-8	-5	-0.7
CC(=O)C1=C(NC(=O)c2ccccc2F)C[C@@H]2[C@H]1C2(C)C	17	-5	24	17	9	-3	-12	12	0.6
CCCc1nnc(SCC(=O)N2CCCCC2C)n1CCOC (configuration not stated)	8	-3	9	-3	10	1	-11	3	2.0
CCc1cc(=O)oc2c3c(cc(OCC(=O)Nc4cccnc4)c12)OC(C)(C)CC3	10	9	8	10	24	10	4	-12	0.4
O=S(=O)(NCc1ccccc1)[C@@H]1CC2C=CC1C2 (some centres not stated)	-1	2	3	-8	1	-1	-6	7	-0.1
COc1ccccc1NC(=O)N1CCC(c2nc3cc(C)c(C)cc3[nH]2)CC1	57*	-6	15	-6	12	12	-10	-10	-0.9
O=c1c2c(-c3cccs3)csc2ncn1/N=C/c1ccccn1	-5	-2	12	19	61*	2	3	8	0.1
O=C(Cn1cnc2c(oc3ccccc32)c1=O)N1CCN(c2ccccc2)CC1	8	3	4	-6	-6	-1	-9	5	2.2
CCOC(=O)C(=O)NNc1cccc(C)c1C	3	1	8	-11	-4	-1	-7	-8	2.1
O=C(CNC(=O)C(c1ccccc1)c1ccccc1)N/N=C/c1ccc(O)c([N+](=O)[O-])c1	-19	-3	27	10	5	0	3	4	-0.6
CC(=O)OC[C@H]1O[C@@H](O/N=C/[C@@H](C)[C@H](OCc2ccccc2)C(C)C)[C@H](OC(C)=O)[C@@H](OC(C)=O)[C@@H]1OC(C)=O	10	0	nt	nt	4	-3	nt	6	1.9
COc1cc(CN2CCN(Cc3c[nH]c4ccccc34)CC2CCO)cc(OC)c1 (configuration not stated)	22	-2	5	-4	-8	0	2	-6	0.5
Cc1ccc(-c2c(C)n([O-])c3c([n+]2=O)CCCCC3)o1	15	-2	7	7	-5	-2	-9	2	0.7
COc1ccc(/C=N/NC(=O)c2nc(-c3ccccc3)cc(-c3ccccc3)n2)cc1OC	72*	6	2	9	-8	8	10	3	13
O=C(NC(=S)Nc1nc(-c2cccc([N+](=O)[O-])c2)cs1)c1ccccc1Cl	-3	-1	9	17	13	0	14	0	5.6
O=C(NCC(c1cccnc1)N1CCOCC1)c1cccs1 (configuration not stated)	-23	0	2	-1	-2	-1	-3	9	-0.1
Cc1ccccc1NC(=O)c1sc(NC(=O)COc2ccccc2)c(C#N)c1C	17	-2	-4	2	-2	1	9	-6	0.5
Cc1nn(C)c(C)c1CN(C)S(=O)(=O)c1ccc2ccccc2c1	9	2	4	-6	33	1	-3	4	5.0
CC1CN(S(=O)(=O)c2cccc(C(=O)NCc3ccc4c(c3)OCO4)c2)CC(C)O1 (configuration not stated)	25	-4	11	-2	12	-3	4	-1	-0.4
Cc1ccc2c(c1)nnn2C1CCN(CC(=O)Nc2ccc3c(c2)OCCO3)CC1	1	-2	9	4	5	0	-2	3	1.6
CCOC(=O)c1sc2nc(N3CCOCC3)c3c(c2c1N)CCN(Cc1ccccc1)C3	2	3	14	2	-12	-2	2	6	2.0
O=C(O)CSc1cc(C(F)(F)F)nc(-c2ccccn2)n1	-34	-3	-4	3	3	0	3	-8	0.0
c1ccc(-c2nc3cccnc3nc2-c2ccccc2)cc1	10	3	9	-3	12	1	-2	-21	-1.6
CCOC(=O)c1nn(-c2ccccc2F)c2nc(Nc3ccccc3)cc(=O)n12	7	1	6	-4	17	-1	-1	-6	0.1
COC(=O)c1ccccc1NC(=O)c1noc2c1CCCC2	-23	-5	12	0	35	3	0	7	0.6
COc1ccc(N=c2scc(C)n2CCCN2CCCC2=O)cc1	25	-1	2	-2	15	-1	1	11	-0.5
Cc1cc(O)cc(O)c1C(=O)Cc1ccccc1	5	-2	2	1	17	-2	-2	11	-0.3
COc1ccc(C(=O)O/N=C2\CCS(=O)(=O)c3sccc32)cc1	23	-1	10	3	4	1	-8	-11	2.6
COC(=O)c1nc(NC(C)=O)n[nH]1	22	5	nt	nt	14	-2	nt	-7	-0.3
CCOC(=O)COc1ccc(/C=C2/SC(=Nc3ccccc3)N(Cc3cccnc3)C2=O)cc1OC	42	-4	26	29	18	-6	8	16	1.7
CCN(CC(=O)Nc1ccccc1OC)C(=O)CN1C(=O)NC(C)(c2ccc(C)cc2)C1=O (configuration not stated)	8	0	4	-4	-4	-2	0	4	-2.3
COc1ccc(C(=O)OCC(=O)Nc2ccc3[nH]c(=O)[nH]c3c2)c(OC)c1OC	-5	-5	-9	-7	4	1	2	0	0.9
O=C(NC1CCC(O)CC1)c1cccc2cccnc12 (configuration not stated)	21	1	-1	-2	-7	6	-6	25	0.2
O=C(CCNS(=O)(=O)c1cccc2nsnc12)NCc1ccccc1Cl	26	-3	7	-4	-1	1	-2	13	0.8
CN(c1ccccc1)S(=O)(=O)c1cccc(NC(=O)C2=NNC(=O)CC2)c1	11	-2	1	-1	1	-4	-3	6	-2.0
COC(=O)c1cccc(-c2ccc(C(c3c(C)[nH][nH]c3=O)c3c(C)[nH][nH]c3=O)o2)c1	18	-1	-4	16	51*	3	12	23	-0.9
CCOc1cccc(/C(O)=C2/C(=O)C(=O)N(CCOC)C2c2ccco2)c1 (configuration not stated)	-1	-1	-28	-5	10	0	2	-3	5.0
S=C(NCCCN1CCOCC1)N1CCN(c2nc(-c3ccccc3)cs2)CC1	20	-1	1	12	17	-3	-3	-7	-0.2
O=C(O)c1cccc(NCc2ccncc2)c1	-16	2	nt	nt	2	-2	nt	22	-0.8
CCSc1nc(N2CCOCC2)c2c(c1C#N)CCCC2	19	-8	12	0	28	0	7	-4	0.0
CC12C(=O)N(c3cccc(OC(=O)c4ccco4)c3)C(=O)C1C1c3ccccc3C2c2ccccc21 (configuration not stated)	15	0	-6	7	39	3	4	9	3.2
Cc1nnc(SCC(=O)NNC(=O)c2ccc(Cl)cc2)n1CC1CCCO1 (configuration not stated)	-20	-2	8	3	17	2	-6	1	-1.1
O=[N+]([O-])c1ccc(C(O)CN2CCOCC2)cc1 (configuration not stated)	3	0	5	-3	5	5	-1	-12	0.0
Nc1nc(Nc2ccc(Cl)cc2)nc2ccccc12	-129	1	0	9	58*	33*	-10	0	24
Cc1ccc(Nc2nc(-c3ccc(O)cc3O)cs2)nc1	-51	2	-47	-22	66*	10	-10	-4	4.7
More entries follow:
SMILES	Mdm2-MdmX inh	APJ agonist	CCR6 antagonist	EBI2 antag	tim23-1 inh	XBP1 UPR activ	CXCR6 inh	APJ antag	UPR CHOP act
Cc1c(NC(=O)COC(=O)/C=C/c2cccc(Br)c2)c(=O)n(-c2ccccc2)n1C	-37	-4	4	-6	3	-1	6	4	-1.3
OC(COC(c1ccc(F)cc1)c1ccc(F)cc1)CN1CCc2ccccc2C1 (configuration not stated)	27	-3	12	10	23	-1	-4	9	0.0
Cc1ccc(S(=O)(=O)N2CCN(C(=S)NCC3CCCO3)CC2)cc1 (configuration not stated)	21	3	-5	1	13	-2	-6	-1	0.8
CCC[n+]1c(C)sc2c(OC)ccc(OC)c21	15	-1	8	-5	11	-4	3	17	-1.2
Cc1cc(C)cc(NC(=O)C2C3C=CC4(O3)C2C(=O)N(CCCN2CCCC2)C4C(=O)NC2CCCC(C)C2C)c1 (configuration not stated)	2	-3	22	4	11	-1	10	7	-0.2
CCN(CC)c1ccc2c(C)c(Cl)c(=O)oc2c1	-14	-1	-3	-3	50*	1	1	-3	3.0
Cc1nc2c(C)cccn2c(=O)c1NC(=O)c1ccc(Br)o1	4	1	5	3	-3	-3	3	15	0.3
Cc1cc(=O)n(CC(=O)NC2CC2)c2c1c(C)nn2-c1ccccc1	21	0	12	2	0	-2	10	8	2.4
CCCCN1C2CCCC1CC(NC(=O)c1cccc(Cl)c1)C2 (configuration not stated)	6	-2	7	-9	7	-2	-7	10	-1.8
CN1CCN(S(=O)(=O)c2ccc(Br)c3nsnc23)CC1	16	0	-6	-1	-10	-2	-7	8	-1.5
CCN(CC)C(=O)C1CCCN(Cc2sccc2C)C1 (configuration not stated)	17	0	-2	-6	-11	2	0	-9	-1.0
CCn1nnc2cc(C(=O)Nc3cc(OC)cc(OC)c3)ccc21	3	-4	1	5	-4	1	-7	-57	3.4
CC(C)(C)C1CCc2c(sc3nc(SCC(=O)O)nc(N)c23)C1 (configuration not stated)	-1	-1	-4	-11	15	-5	-2	-1	-2.1
O=C(CSc1nc2ccccc2s1)Nn1cnnc1	-10	0	16	-18	0	-1	5	7	0.4
C#CCOCCOCCOCCNc1nc(N2CCN(C(=O)C([C@@H](C)CC)n3cc(C(N)CO)nn3)CC2)nc(N2CCN(C(=O)[C@H](CCC(=O)O)n3cc(C(N)Cc4ccc(O)cc4)nn3)CC2)n1 (some centres not stated)	-5	6	nt	nt	16	1	nt	-5	-0.4
Cc1ccsc1C(=O)Nc1ccc(O)c(-c2nc3ccccc3s2)c1	14	-5	4	1	-21	-2	7	18	0.2
O=C(Cc1ccccc1)NCC(=O)N1CCC2(CC1)NCCc1[nH]cnc12	5	3	-1	0	12	-2	-4	-4	1.2
O=C(Nc1cc(S(=O)(=O)N2CCOCC2)ccc1N1CCCC1)c1ccc2c(c1)S(=O)(=O)c1ccccc1C2=O	15	3	33	9	18	6	7	-11	0.6
CC(=O)Nc1ccc(NC(=O)COC(=O)C2(c3ccc(Cl)cc3)CCCC2)cc1	-4	-1	10	-5	10	-4	-4	7	-0.8
COC(=O)CCSCc1cn2cc(Cl)ccc2n1	1	-2	8	-14	13	-11	-13	-25	-4.1

Source: PubChem

Not all compounds are listed. The share of hits here may be higher or lower than overall.
